Myeloid diff MLP: myeloid differentiation induction | calls only at 10 µM | ER-HoxA9 myeloid progenitors, lysozyme-GFP differentiation, flow cytometry | AID 624256 | hit rate 1% among 360,000;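 active means normalized GFP-positive differentiation at or above the plate's own cutoff, the solvent-only control mean plus 3 SD; inconclusive means no clear call, values can overlap the other calls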;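 further: cells exposed to compound for four days before flow analysis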
LYP phosphatase: PTPN22 lymphoid phosphatase activity blockers – biochemical, fluorescence intensity, uHTS (AID 1779) | recombinant LYP phosphatase, fluorescence intensity; higher % means a stronger effect | hit rate 0.054% among 290,000 | inhibition, % at 11.5 µM, or IC50 in µM where a hit was titrated; in the data active means inhibition above about 50%;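 further: plate controls were vehicle with enzyme for no effect and no enzyme for full effect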
Myeloid diff MLP GFP+ MAC1+ %: also measured in Myeloid diff MLP; calls as there; GFP+ MAC1+ double positive, %; measured here: differentiation confirmed by MAC1 staining
Active calls of the source: *; i = inactive; ? = inconclusive; nt = not tested or not shown. Not all compounds are listed. The share of hits here may be higher or lower than overall.

Order of results: Myeloid diff MLP, Myeloid diff MLP GFP+ MAC1+ %, LYP phosphatase
CC(=O)N1CCN(c2ccc(NC(=O)c3cc(Cl)ccc3Cl)cc2)CC1
    i, 0.2, -3.9%
Cc1nnc(NC(=O)CN2CCN(Cc3ccccc3Cl)CC2)s1
    i, 1.4, -5.0%
CC1CCCN(S(=O)(=O)c2ccc(-c3ccc(=O)[nH]n3)o2)C1 (configuration not stated)
    i, 8.1, -12.2%
CCOC(=O)c1ccc([N+](=O)[O-])c(CS(=O)(=O)c2ccc(Cl)cc2)c1
    i, 0.4, -3.8%
O=C(CSc1nc(Nc2ccccc2)nc(N2CCOCC2)n1)Nc1cc(Cl)ccc1O
    i, 0.4, -9.4%
O=C(NCCCSc1ccccc1)c1ccc(=O)[nH]c1
    i, 0.4, -8.8%
CCOC(=O)c1c(NC(=O)C(NCCN(C)C)c2ccccc2)sc2c1CCCC2 (configuration not stated)
    i, 1.1, -1.3%
CC1CC2(CCCC2)Nc2ccc(F)cc21 (configuration not stated)
    i, 0.5, -3.9%
Cc1cc(Cl)ccc1OCCCC(=O)Nc1ccc(S(=O)(=O)Nc2ncccn2)cc1
    i, 5.1, -1.7%
COc1ccc(N2CCN(C3CCCN(C(=O)C4=C(C)OCCO4)C3)CC2)cc1 (configuration not stated)
    i, 5.0, -8.0%
CN(C)c1ccc(C(=O)OCC(=O)N2CCCC2)cc1
    i, 0.7, 2.9%
Cc1ccc(C(=O)N/N=C\c2cc3c(cc2Br)OCO3)cn1
    i, 0.7, -6.6%
CCN(C(=O)CCS(=O)(=O)c1cccc2nonc12)c1ccc(F)cc1
    i, 3.5, -8.3%
CSc1ccc(C(=O)NCC(c2ccco2)N(C)C)cc1[N+](=O)[O-] (configuration not stated)
    i, 3.5, -6.8%
COc1ccc(Cl)cc1NC(=O)C1CC(c2c(F)cccc2Cl)=NO1 (configuration not stated)
    i, 0.4, -6.2%
COc1ccc(C(=O)NCCc2cccc(Cl)c2)cc1OC1CCN(C(C)=O)CC1
    i, 1.0, 1.6%
COc1ccc(NC2CCCN(C(=O)c3cccnc3)C2)cc1 (configuration not stated)
    i, 0.0, -4.8%
CCOc1ccccc1NC(=O)N1CCCC1C(=O)NCc1cccs1 (configuration not stated)
    i, 2.4, -9.9%
C=CCn1c(=O)c(C(=O)Nc2ccccc2C)c(O)c2ccccc21
    i, 1.1, 0.7%
COc1ccc(N2CCN(C(=O)c3cc4c(=O)n(Cc5ccccc5)ccc4nc3C)CC2)cc1
    i, 2.3, -11.1%
COc1cc(-c2nnn(Cc3ccccc3C)n2)cc(OC)c1OC
    i, 0.3, -5.4%
O=C(O)CC(NC(=O)CC(c1ccccc1)c1ccccc1)c1cccc([N+](=O)[O-])c1 (configuration not stated)
    i, 0.9, -10.3%
O=C(CC1C(=O)NCCN1C(=O)c1ccc(Cl)cc1)Nc1ccc(F)cc1 (configuration not stated)
    i, 1.3, -7.9%
O=C(Nc1cc(Cl)cc(Cl)c1)c1ccno1
    i, 0.5, -8.3%
CCCn1c(=O)c(C(=O)NCc2ccccc2OC)c(O)c2ccccc21
    i, 0.3, -7.8%
CCn1cc(/C=C(\NC(=O)c2ccc(C)cc2)C(=O)NCCCN2CCOCC2)c2ccccc21
    ?, nt, -5.3%
CCn1c(C)c(C)c2cc(C(=O)NCCCN3CCCCCC3)ccc21
    ?, nt, -12.6%
CC(=O)Nc1ccc(S(=O)(=O)NC(C)c2nc(-c3ccccc3)no2)cc1 (configuration not stated)
    i, 1.0, -0.9%
Cc1ccc2c(C(=O)CN3CC(C)CC(C)C3)c(C)[nH]c2c1 (configuration not stated)
    i, 0.9, -5.1%
CCOc1ccc(S(=O)(=O)N(C)CC(=O)NCc2ccccn2)cc1
    i, 0.2, -5.8%
Cc1sc2nc(C3CC3)nc(N3CCN(C(=O)c4ccc(Cl)cc4)CC3)c2c1C
    i, 4.4, -12.8%
O=C(COc1ccc(S(=O)(=O)N2CCCC2)cc1Cl)NCc1ccccn1
    i, 0.2, -9.9%
COc1ccccc1N1CCN(C2CCCN(C(=O)c3ccccn3)C2)CC1 (configuration not stated)
    i, 1.1, -7.2%
O=C(c1c(Cl)cccc1Cl)N1CCN(c2ncccn2)CC1
    i, 0.3, -7.3%
CCOC(=O)C1CCN(CC(C)(C)NS(=O)(=O)c2ccc(C)cc2)CC1
    i, 1.9, -6.9%
COc1ccc(CCNCc2c(-c3ccccc3)n(C)c3ccccc23)cc1
    i, 1.6, -8.0%
COc1cccc(N2CCN(C(=O)c3cccc(N4C(=O)NC5CC4(C)Oc4c(OC)cccc45)c3)CC2)c1 (configuration not stated)
    i, 0.7, -2.2%
CCOc1ccccc1NC(=O)c1cc(S(=O)(=O)NCc2ccco2)ccc1F
    ?, nt, -6.3%
Cc1ccc(C2=NN(C(=O)CNCCO)C(c3cccs3)C2)cc1 (configuration not stated)
    i, 0.0, 2.7%
COC(=O)CN1C(=O)[C@H]2[C@@H](C3CC3)N3C(=O)CN(Cc4ccc(-c5ccccc5)cc4)C(=O)[C@@]3(Cc3ccccc3)[C@H]2C1=O
    i, 0.5, -10.5%
COc1ccc(CNC(=O)[C@@H](C)NC(=O)[C@@H]2Cc3ccccc3CN2)cc1
    i, 3.3, -10.2%
COc1ccc2cc3c(nc2c1)OCC3
    i, 0.7, -11.7%
COc1ccc(C(=O)N2CCSCC2)cc1OC1CCN(C(C)=O)CC1
    i, 0.9, -7.9%
Cc1ccccc1NC(=O)NC1(C(=O)N2CCN(C)CC2)CCCCC1
    i, 1.2, -8.1%
NNC(=O)Cn1nc(-c2ccccc2)c2ccccc2c1=O
    i, 0.5, -3.0%
CCC(C)N1CCN(C(=O)c2cc(OC)cc(OC)c2)CC1 (configuration not stated)
    i, 0.8, -5.5%
Cc1ccc(C)c(N(C(=O)c2ccco2)C(C(=O)NC2CCCC2)c2ccco2)c1 (configuration not stated)
    i, 1.2, -7.0%
COc1cccc(N(CC(=O)NCc2ccccc2)C(=O)CCC(=O)Nc2nccs2)c1
    i, 0.1, -3.9%
O=C(CNC(=O)c1ccco1)Nc1cccc(Cl)c1
    i, 1.1, -7.4%
O=C1CSC(c2cccc([N+](=O)[O-])c2)N1Cc1ccccc1 (configuration not stated)
    i, 0.7, -8.5%

Continued:
Order of results: Myeloid diff MLP, Myeloid diff MLP GFP+ MAC1+ %, LYP phosphatase
Cc1cc([N+](=O)[O-])ccc1NC(=O)CSc1nncn1-c1ccccn1
    i, 3.1, -6.1%
O=C(Nc1ccccc1O)C(c1ccccc1)c1ccccc1
    i, 0.6, -3.2%
COc1ccc(/C=N/N2C(C)CCCC2C)cc1OC (configuration not stated)
    i, 0.8, -7.0%
CN(C)c1ccc(/C=C2\SC(N3CCCCC3)=NC2=O)cc1
    i, 0.6, -2.6%
Cc1ccccc1CN1CCC(n2nccc2NC(=O)c2ccc3c(c2)OCO3)CC1
    i, 0.9, -6.7%
CCN1CCc2c(sc(NC(=O)C3COc4ccccc4O3)c2C(N)=O)C1 (configuration not stated)
    i, 1.2, -12.1%
O=C(CCCl)N1CCN(c2nc(-c3ccccc3)cs2)CC1
    i, 0.5, -4.1%
CC(C)c1ccc(/C=C/C(=O)N2CCOCC2)cc1
    i, 0.2, -4.4%
CCOc1ccc(S(=O)(=O)N2CCN(C)CC2)cc1NC(=O)c1ccccc1F
    ?, nt, -4.5%
O=C(/C=C/c1ccc([N+](=O)[O-])cc1)/C=C/c1ccco1
    i, 2.0, -0.4%
O=C(NCc1cccs1)C1CCCN1C(=O)Nc1ccccc1[N+](=O)[O-] (configuration not stated)
    i, 3.2, -6.1%
Cc1ccccc1CCNC(=O)Cn1nc(C)c2c(C)n(-c3ccccc3)nc2c1=O
    i, 0.9, -9.2%
O=C(C1CCCC1)N1CCCC(Nc2ccc(F)cc2)C1 (configuration not stated)
    i, 0.2, -10.1%
O=C(COc1ccccc1[N+](=O)[O-])N1CCN(C(=O)c2ccco2)CC1
    i, 0.4, -12.4%
COc1ccc(OC)c(-c2csc(N(C)C(=O)c3ccco3)n2)c1
    i, 1.0, -7.5%
Cc1ccn2c(=O)c(C(=O)NCCCN3CCCCC3C)c(O)nc2c1 (configuration not stated)
    i, 1.7, -7.6%
CN1CCN(C(=O)c2cc([N+](=O)[O-])ccc2Cl)CC1
    i, 0.3, -6.4%
Cc1ccc(C)c(NC(=O)CCN2C(=O)[C@@H]3Cc4ccccc4CN3C2=O)c1
    i, 1.5, -5.6%
CCn1cc(C(=O)NCCc2ccccc2C)c(=O)c2ccc(C)nc21
    i, 0.6, -7.4%
CCc1ccc(CN(C)C(=O)C2CCC(=O)N(Cc3cccc(OC)c3)C2)nc1 (configuration not stated)
    i, 0.9, -12.9%
COc1ccc(N2C(=O)CC(Cc3ccc(Br)cc3)C2=O)cc1 (configuration not stated)
    i, 0.5, -2.0%
Cc1ccc(CN2CCC(n3nccc3NC(=O)CCOc3ccccc3)CC2)cc1C
    i, 1.9, -12.2%
CCC(=O)NC1CC2CCCC(C1)N2Cc1ccc(C)cc1 (configuration not stated)
    i, 0.4, 1.4%
CCc1nnc(NC(=O)CSCc2cc(=O)n3nc(C(C)C)sc3n2)s1
    i, 1.1, -12.2%
COC(=O)CNC(=O)Cn1cnc2sc(C)c(S(=O)(=O)N3CCN(c4ccccc4OC)CC3)c2c1=O
    i, 1.2, -6.3%
O=C(c1ccc(OC2CCN(CCc3ccccc3)CC2)cc1)N1CCCC(CCCO)C1 (configuration not stated)
    i, 1.3, -13.3%
O=C(O)c1ccc(-c2ccc(/C=c3/sc4nc5ccccc5n4c3=O)o2)cc1Cl
    i, 4.7, 3.9%
O=C(O)c1cc2ccccc2c(N=Nc2cccnc2)c1O
    ?, nt, -2.9%
Cc1ccc(C(=O)N2CCN(Cc3ccc4c(c3)OCO4)CC2)cc1C
    i, 0.1, -10.8%
Cc1csc(N2CCN(c3cc4c(cc3Cl)nc(-c3ccncc3)n4CCCN3CCCC3)CC2)n1
    i, 3.0, -12.8%
O=c1c(-c2ccc(Br)cc2)coc2c(CN3CCCCC3)c(O)ccc12
    i, 0.2, -10.3%
COc1ccc(OCC(=O)Nc2cc3c(cc2C(=O)O)OCCCO3)cc1
    i, 0.7, -8.8%
COc1ccc(OCc2cc(C(=O)NC(C)Cn3cncn3)no2)c(Cl)c1 (configuration not stated)
    i, 0.9, -5.7%
O=C(COc1ccccc1)N1CCN(C(=O)COc2ccccc2)CC1
    i, 2.6, -5.6%
Cc1ccccc1OCC(=O)NCCNC(=O)c1cccnc1
    i, 0.3, -6.1%
COc1ccc(CC(=O)Nc2c(C(=O)N3CCN(c4ccccc4)CC3)oc3ccccc23)cc1OC
    i, 0.4, -9.5%
Cc1cccc(N2CCN(C(=O)c3c(-c4ccccc4)noc3C)CC2)c1C
    ?, nt, -2.0%
Cn1c(CC(=O)Nc2ccccc2)nnc1SCC(=O)NC1=NCCS1
    i, 0.3, -8.0%
CCOC(=O)c1c(C)[nH]c(C(=O)N/N=C/c2cc([N+](=O)[O-])ccc2O)c1C
    i, 1.4, -1.9%
COc1ccccc1N1CCN(C2CCCN(Cc3cccc(O)c3)C2)CC1 (configuration not stated)
    i, 0.2, -9.0%
COc1ccc(NC(=O)C(NC(=O)c2ccc(C)cc2)c2ccccc2)cc1 (configuration not stated)
    i, 0.7, 0.5%
CCN(C(=O)/C=C/c1ccc(OC)cc1)C1CCCCC1
    i, 0.5, 1.1%
CC(=O)Nc1cccc(NC(=O)CS(=O)(=O)c2cn(CC(=O)N(C(C)C)C(C)C)c3ccccc23)c1
    i, 0.8, -8.3%
COc1ccccc1-n1cc(-c2ccccc2)c2c(=S)nc[nH]c21
    i, 0.2, -4.7%
Cc1cc(C(F)(F)F)nc(SCC(=O)Nc2c(C)n(C)n(-c3ccccc3)c2=O)n1
    i, 1.6, -4.7%
COc1cccc(N2CCN(S(=O)(=O)c3ccc4c(c3)CC(C)N4C(=O)C3CC3)CC2)c1 (configuration not stated)
    i, 0.0, -0.6%
CCC(C)Nc1nc2c(c(=O)[nH]c(=O)n2C)n1CCOc1ccccc1 (configuration not stated)
    i, 0.5, -6.3%
O=C(N/N=C/c1ccc[nH]1)c1cc2ccccc2cc1O
    i, 0.8, 3.6%
COc1ccc(S(=O)(=O)n2cnc3ccccc32)cc1
    i, 0.4, -3.8%
COc1ccc(NC(=O)CSc2nnc(C3CCCCC3)n2N)c(OC)c1
    i, 0.6, -13.7%
